PME-1 inh: blocks human protein phosphatase methylesterase 1 | recombinant PME-1, FP-Rh probe fluorescence polarization | Q9Y570 | hit rate 0.53% among 320,000 | AID 2130 | inhibition, % at 5.9 µM;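 active means inhibition above the campaign mean of all compounds plus 3 SD, cut at about 26% in these data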;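 further: competitive labeling of PME-1 active site by serine hydrolase directed probe; 0% = PME-1 with DMSO and 100% = wells lacking PME-1 enzyme; inhibitors block probe labeling so polarization falls and inhibition rises; many of its hits are not listed in these tables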
Target sequence (Q9Y570 whole entry, looked up): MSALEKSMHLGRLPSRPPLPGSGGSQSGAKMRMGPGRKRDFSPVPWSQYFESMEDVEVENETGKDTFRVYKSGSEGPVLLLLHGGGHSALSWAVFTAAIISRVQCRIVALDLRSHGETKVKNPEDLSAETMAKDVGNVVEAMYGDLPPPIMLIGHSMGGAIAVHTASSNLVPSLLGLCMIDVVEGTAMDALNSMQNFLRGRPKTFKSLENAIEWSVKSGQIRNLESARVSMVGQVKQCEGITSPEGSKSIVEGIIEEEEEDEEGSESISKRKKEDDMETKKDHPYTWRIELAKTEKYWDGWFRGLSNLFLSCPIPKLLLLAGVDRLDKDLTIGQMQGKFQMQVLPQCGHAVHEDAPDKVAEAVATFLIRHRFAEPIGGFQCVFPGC
MCL1 BIM primary: MCL1-BIM-BH3 interaction inhibition (human); Q07820; hit rate 0.68% among 320,000; inhibition, % at 10.9 µM; GST-MCL1 / FITC-Bim-BH3 fluorescence polarization;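 active means inhibition above the mean inhibition of all tested compounds plus 3 SD, set per campaign, cut at about 40% in these data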;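 further: 0% = DMSO wells and 100% = unlabeled Bim-BH3 peptide control; higher means more loss of mP so more displacement of Bim peptide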
Target sequence (Q07820 whole entry, looked up): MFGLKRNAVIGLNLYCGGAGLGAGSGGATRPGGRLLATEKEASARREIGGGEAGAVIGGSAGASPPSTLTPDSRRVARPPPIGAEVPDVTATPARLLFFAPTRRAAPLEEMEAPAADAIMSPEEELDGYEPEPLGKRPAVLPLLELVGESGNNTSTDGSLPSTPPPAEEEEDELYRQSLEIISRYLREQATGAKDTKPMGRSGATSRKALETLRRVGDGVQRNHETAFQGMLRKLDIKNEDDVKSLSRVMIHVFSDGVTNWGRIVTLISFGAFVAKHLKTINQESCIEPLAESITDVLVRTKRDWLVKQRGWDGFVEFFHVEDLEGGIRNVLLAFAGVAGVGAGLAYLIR
MEX-5 binding: C. elegans MEX-5 TCR-2 RNA binding activity; Q9XUB2; MEX-5/FITC-TCR2 RNA binding, fluorescence polarization; stronger effect = lower value; activity score (negative = inhibition of binding), % at 10 µM; hit rate 0.38% among 300,000;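 active means inhibition past about -25% in most replicates, and total fluorescence under double the plate's negative control median, limit read from the data; inconclusive means replicates evenly split on the limit, or fluorescence at least double controls; inactive means too little inhibition in most replicates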;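 further: 0% = DMSO and -100% = 5 µM competing unlabeled TCR2 RNA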
GLD-1 TGE inh: GLD-1-TGE RNA interaction inhibition (C. elegans); Q17339; purified GLD-1 + fluorescein TGE RNA, fluorescence polarization; inhibition, % at 5.96 µM; hit rate 0.44% among 320,000;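 active means percent inhibition above a per-plate cutoff, the plate mean of test compounds plus 3 SD, cut at about 30% in these data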;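 further: 0% = DMSO wells with GLD-1 and probe and 100% = wells lacking GLD-1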
BCLXL inh: blocks human Bcl-xL binding to Bim BH3 peptide; GST-Bcl-xL / FITC-Bim BH3 peptide fluorescence polarization; inhibition, % at 10.9 µM; hit rate 0.7% among 320,000;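 active means inhibition above the mean of all tested compounds plus 3 SD, cutoff set per campaign, cut at about 30% in these data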;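 further: 0% = DMSO wells and 100% = unlabeled Bim-BH3 peptide competitor; inhibitors lower millipolarization by displacing the labeled peptide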
Target sequence (Q07817 whole entry, looked up): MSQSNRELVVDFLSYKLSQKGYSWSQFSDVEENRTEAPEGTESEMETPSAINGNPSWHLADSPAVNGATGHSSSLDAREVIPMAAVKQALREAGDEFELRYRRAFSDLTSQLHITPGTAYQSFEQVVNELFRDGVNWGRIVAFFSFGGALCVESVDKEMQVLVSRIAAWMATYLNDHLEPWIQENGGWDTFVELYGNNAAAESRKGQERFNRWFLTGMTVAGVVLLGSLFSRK
GRK2 inh: human GRK2 inhibition via aptamer displacement; inhibition of aptamer binding, % at 10 µM; AID 488847; bead flow cytometry, FAM-aptamer displacement from GRK2; P25098; hit rate 0.59% among 330,000;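 active means inhibition of aptamer binding above 40%, roughly 3 SD of noise, on plates passing a quality check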;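 further: median bead fluorescence of bound FAM aptamer so fluorescent compounds give negative values; no value below 0 was filed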
VLA-4 inh: inhibition in a human VLA-4 binding assay; hit rate 0.2% among 330,000; inhibition, % (about 7 µM as worked out from the volumes in the protocol); P13612; VLA-4 expressing cells, ligand binding flow cytometry; AID 2557; in the data active means inhibition above about 50%
Efflux pump mplx: blocks antifungal efflux pumps in multiplex yeast assay. S. cerevisiae Candida pump triplex, Nile Red efflux. inhibition, % at 10 µM. hit rate 0.44% among 330,000;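 active means plate passing quality check with inhibition over a set limit, or well fluorescence over plate mean plus 4 SD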;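 further: Nile Red retained in pooled yeast measured as flow cytometry median fluorescence; 0% = buffer negative control and 100% = Enniatin B positive control; higher means more Nile Red kept so more efflux inhibition; some compounds called inactive have numbers as strong as hits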
Fam108B counter: blocks mouse Fam108B hydrolase in RBBP9 counter-screen; hit rate 0.33% among 300,000; inhibition, % at 9.51 µM; recombinant Fam108B, FP-Rh probe fluorescence polarization;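 active means inhibition above the screen mean inhibition plus 3 SD, computed separately per campaign, cut at about 18% in these data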;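 further: inhibitors lower polarization as less probe binds the enzyme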
Starred values were filed as active, the others as inactive; i = inactive; ? = inconclusive; / = no result given. Not all compounds are listed. The share of hits here may be higher or lower than overall.

SMILES	PME-1 inh	MCL1 BIM primary	MEX-5 binding	GLD-1 TGE inh	BCLXL inh	GRK2 inh	VLA-4 inh	Efflux pump mplx	Fam108B counter
Cc1cc([P+](=O)O)c(C)n1-c1ccc(Br)cc1	0.1	5.3	0.0	-2.2	1.4	0.0	8.5	0.2	0.4
CC1CN=C(NC(C)c2ccccc2)S1 (centres undefined)	-2.9	6.4	-4.4	-3.9	0.9	0.0	-3.4	-0.2	3.2
CN(C)CCSCc1nnc2n1-c1ccc(Cl)cc1C(c1ccccc1Cl)=NC2	-2.4	-0.3	-1.1	-0.1	2.9	0.0	17.0	-0.2	-2.0
COP(=O)(NC(=O)C(Cl)(Cl)Cl)OC	0.2	8.2	-2.8	6.3	0.3	0.0	-12.2	0.0	0.7
CCN(CC)C(=O)N[C@H]1C[C@@H]2c3cccc4[nH]cc(c34)C[C@H]2N(C)C1	-13.6	28.3	0.6	19.3	23.2	0.0	17.5	-0.1	-7.5
CNC(=S)N/N=C1\C2CN3CCN(C2)CC1(c1ccccc1)C3	2.6	4.2	-1.0	-3.1	3.3	4.0	10.7	-0.4	-2.4
Cc1cc(C)n(-c2ccc(NN=C(C#N)C#N)cc2)n1	0.8	3.0	0.2	2.2	6.2	0.0	11.9	-0.1	5.8
COCCOC(=O)c1c(N)n(Cc2ccccc2)c2nc3ccccc3nc12	5.0	-15.9	/	-8.1	-1.7	0.0	-9.0	0.2	-6.5
COc1ccc(CC(=O)N(CCN(C)C)CC2CCCN(Cc3ccccc3F)C2)cc1 (centres undefined)	-6.7	9.1	3.2	4.2	-2.5	0.0	-0.9	0.2	-1.6
C=C1[C@H]2C[C@H]3[C@H]4N5C[C@]6(C)CCC[C@]47[C@H]([C@H]2O)[C@]3(C[C@]5(O)[C@H]67)[C@@H]1O	-0.5	4.7	-0.6	2.6	-2.6	2.0	-3.1	-0.2	4.0
CN1CN(c2cccc([N+](=O)[O-])c2)CN=C1N[N+](=O)[O-]	5.2	-0.6	1.5	14.9	2.6	1.0	4.6	0.0	3.6
CN1CCN(C(=O)COc2ccc(S(=O)(=O)NC3CCCCC3)cc2Cl)CC1	3.2	3.8	1.6	-2.5	3.7	3.0	8.7	0.0	0.7
CCOC(=O)C(O)(c1ccc(NC(=S)NC(=O)c2ccc(Cl)cc2Cl)c(C)c1)C(F)(F)F (centres undefined)	2.0	4.2	-0.5	5.4	3.3	0.0	9.1	0.0	-9.9
C=CCN1CC[C@]23c4c5ccc(O)c4OC2[C@H](O)CC[C@@]3(O)[C@H]1C5 (some centres undefined)	/	/	/	0.7	/	3.0	16.0	-0.1	/
O=[N+]([O-])c1ccc(N2CCCCCC2)c2nonc12	-22.8	149.5*	?	137.7*	132.1*	0.0	-8.1	0.1	-6.9
COc1ccc(CNCCc2ccc3c(c2)OCO3)cc1Br	-4.3	8.2	0.2	-7.6	-0.3	0.0	8.4	0.0	0.6
COc1ccc(Br)cc1CN1CCN(CCO)CC1	-6.0	-0.3	-0.6	2.5	0.9	0.0	i	-0.1	-5.4
COc1cc(/C=C/c2nc3ccccc3c(=O)n2-c2ccc(O)cc2)ccc1O	25.6	2.6	-1.2	-31.3	3.2	1.0	-92.9	0.0	6.9
COc1ccc(CN2C(=O)CC(=O)NC2=O)cc1	-15.2	-14.3	2.2	-19.6	-14.5	3.0	31.1	0.0	2.1
Nc1ccncc1	-5.7	5.1	2.7	-0.1	-3.0	2.0	12.7	0.2	0.9
CCCCn1c(O)c(C(C)=Nc2c(C)n(C)n(-c3ccccc3)c2=O)c(=O)[nH]c1=O	0.7	3.2	0.1	5.5	0.7	1.0	-3.0	0.0	0.6
Cc1ccc(C(O)(c2ccc(C)c(C)c2)C2CN3CCC2CC3)cc1C (centres undefined)	2.8	-0.8	1.3	-11.5	2.9	0.0	1.7	0.0	0.2
Cn1c(O)c(C=NCCN2CCN(C(=O)Nc3ccccc3)CC2)c(=O)n(C)c1=O	-3.2	0.5	0.4	3.3	-1.7	0.0	-0.2	0.0	-2.0
CC(C)(C)C(=O)OCC12CCC(O1)C1(C)C(=O)OCC21 (centres undefined)	5.3	-2.1	0.7	1.9	2.7	5.0	3.6	-0.4	6.8
CCOc1ccc(CC2C(=O)NC(=O)N(c3ccc(CC)cc3)C2=O)cc1 (centres undefined)	-2.1	-6.2	1.0	7.3	-0.3	0.0	-5.7	0.1	-5.0

(more compounds)
SMILES	PME-1 inh	MCL1 BIM primary	MEX-5 binding	GLD-1 TGE inh	BCLXL inh	GRK2 inh	VLA-4 inh	Efflux pump mplx	Fam108B counter
O=C1C=C2C=C[C@H]3C[C@]2(O1)[C@@H]1CCCCN13	-4.8	4.7	0.4	5.3	2.5	/	/	/	1.5
C=CCn1c(O)c(C(C)=Nc2cccc(C(=O)O)c2)c(=O)[nH]c1=O	4.1	11.1	0.2	1.1	5.5	1.0	-31.1	0.0	-3.1
CC12CC[C@H]3[C@@H](CCC4(O)C[C@H](O)CCC34/C=N/NC(=O)c3ccccc3Cl)C1(O)CCC2C1=CC(=O)OC1 (some centres undefined)	3.3	3.9	-1.2	1.5	2.7	2.0	-1.4	0.2	-3.8
CCN(CC)c1ccc(N=Cc2c(O)n(-c3ccccc3C)c(=O)[nH]c2=O)cc1	6.4	-18.8	-4.4	-6.5	-17.7	27.0	-59.5	0.5	-3.3
COc1ccc(C(=O)C2CCCN(C3CSCCSC3)C2)cc1OC (centres undefined)	-2.5	1.5	0.7	-11.1	3.4	0.0	4.6	-0.1	-0.7
Cc1ccc(NC(=O)CSc2nnc([C@@H](N)Cc3c[nH]c4ccccc34)o2)c(C)c1	-2.2	10.2	1.2	4.8	8.9	4.0	7.4	-0.1	-3.3
O=C1/C(=C/c2cc([N+](=O)[O-])ccc2Cl)N2CCC1CC2	-5.8	3.2	1.3	5.8	5.5	5.0	3.0	-0.1	-1.4
C/C(=N\Nc1cccc2ccccc12)c1c(O)n(Cc2ccccc2)c(=O)[nH]c1=O	0.5	12.0	-0.5	11.5	10.7	3.0	-0.8	-1.5	8.0
CCCCCc1cc(O)c2c3c(c(=O)oc2c1)CN(C)CC3	0.2	0.6	-0.2	1.2	1.9	0.0	7.5	-0.1	-1.1
Cc1sc2ncnc(N3CCC(C(=O)Nc4ccc(C#N)c(Cl)c4)CC3)c2c1C	-14.9	-24.8	4.6	-6.5	-17.9	0.0	29.4	0.0	-8.7
CCOC(=O)C1SC2(C(F)F)CC1(O)c1c(c(OC)c3occc3c1OC)O2 (centres undefined)	-0.3	-2.0	0.8	8.8	-0.7	0.0	1.8	0.1	-1.6
OC(c1ccccc1)(c1ccccc1)C1CN2CCC1CC2 (centres undefined)	1.4	-9.4	-0.8	3.4	-4.1	0.0	3.8	0.0	1.9
CNC(C)(C)Cc1ccccc1	2.3	-5.8	/	8.7	1.4	4.0	5.3	-0.1	-3.6
Cc1ccc(-c2cc(-c3ccc(C)cc3)[n+](-c3ccccc3)c(-c3ccc(C)cc3)c2)cc1	-0.5	-11.8	-1.3	-8.3	-4.9	0.0	53.7*	34.4*	-0.1
CCOC(=O)c1c(N)n(Cc2ccccc2)c2nc3ccccc3nc12	8.7	-1.6	-1.4	1.4	5.5	2.0	-0.2	0.0	-2.4
NCC1(c2ccc3c(c2)OCCO3)CCCC1	-4.8	1.7	1.4	-7.1	7.9	0.0	20.3	0.2	-2.9
Oc1ccc(Cl)c(Cl)c1Cl	5.0	3.9	/	4.3	5.0	1.0	11.8	-0.1	/
COC(=O)C1=C(c2ccc(F)cc2OCc2ccccc2)C[C@@H]2CC[C@H]1N2C(=O)NC1CCN(Cc2ccccc2)CC1	-3.6	7.2	/	-4.7	1.7	0.0	-0.7	0.1	/
O=C(Nc1cccc(Br)c1)c1c(O)c2c(n(Cc3ccccc3)c1=O)CCCC2	-0.2	7.2	-1.2	6.9	9.7	1.0	17.3	0.0	1.3
COC(=O)C1=C(c2ccc(OC(F)(F)F)cc2)C[C@@H]2CC[C@H]1N2C(=O)NCCc1ccccc1	-0.6	-2.0	/	6.1	2.3	0.0	0.0	0.2	/
COc1ccc2c(CN3CC=C(c4ccccc4)CC3)cc(=O)oc2c1	0.9	0.4	2.0	4.0	2.4	0.0	-15.3	-0.1	-2.6
CC(C)OP(=O)(OC(C)C)C(O)c1ccccc1F (centres undefined)	4.0	-12.6	0.3	-4.3	-7.1	5.0	9.1	0.2	1.3
O=C(Nc1ccc(F)cc1)OC1CN2CCC1CC2 (centres undefined)	-5.4	2.9	0.9	1.0	-1.8	0.0	0.0	0.2	4.5
O=C1Nc2ccccc2/C1=C/c1nc2ccccc2c(=O)n1-c1ccc(O)cc1	5.2	5.0	0.4	2.9	5.3	0.0	9.9	0.1	1.8
CN1CCC(C)(O)C2CCCCC21 (centres undefined)	-5.2	-0.9	0.5	3.3	-1.9	0.0	2.1	0.0	-0.5

Next part.
SMILES	PME-1 inh	MCL1 BIM primary	MEX-5 binding	GLD-1 TGE inh	BCLXL inh	GRK2 inh	VLA-4 inh	Efflux pump mplx	Fam108B counter
O=C(c1ccc(F)cc1Cl)N1CCC2(CC1)OCCO2	-0.1	11.4	-1.9	2.6	-0.4	4.0	-2.8	0.2	-4.6
COc1cccc(N(C(C)=O)C2=NCCCS2)c1	3.4	1.3	-1.1	-4.0	-2.2	2.0	9.5	0.0	3.7
Cn1c(=O)[nH]c2nncnc2c1=O	1.3	-1.2	0.5	7.6	8.4	3.0	-4.3	0.1	1.2
COc1ccccc1OCC#CCN1CCOCC1	3.3	5.5	-0.1	0.5	-2.6	0.0	-0.8	-0.3	4.7
O=C(Nc1ccc(Cl)cc1C(=O)c1ccccc1)c1ccccc1	-10.3	5.8	-0.2	4.2	-3.6	1.0	-8.8	-0.1	-5.2
CN(C)C(=O)Nc1cccc(OC(=O)N(C)C)c1	2.4	6.0	-0.7	0.4	5.4	0.0	4.0	0.0	-0.9
CC(=NCCc1ccccc1)c1c(O)[nH]c(=O)[nH]c1=O	-1.3	2.2	1.4	-3.2	4.6	3.0	-1.2	0.0	-0.1
CC(=NCc1ccco1)c1c(O)n(C)c(=O)n(C)c1=O	1.7	1.8	1.1	-0.2	2.6	2.0	7.8	-0.1	3.0
CC1CN=C(NCc2ccncc2)S1 (centres undefined)	-3.6	5.4	1.2	-1.4	0.8	1.0	9.4	-0.1	-1.1
COc1ccc(-c2nc3ccccc3c(=O)n2-c2ccc(OC)cc2)cc1	-4.3	-4.8	0.9	-0.3	2.3	0.0	-1.2	0.1	2.5
COC(=O)[C@]12OC[C@]34C([C@@H](O)[C@@H]1O)[C@]1(C)CC(=O)C(O)=C(C)[C@@H]1C[C@H]3OC(=O)[C@H](O)[C@@H]24 (some centres undefined)	0.6	5.0	1.1	5.7	-1.4	/	/	/	6.7
COc1ccc(N2C(=O)/C(=C/c3ccc(OC)c(OC)c3)C(=O)NC2=S)cc1	/	/	-6.9	/	/	1.0	2.2	0.0	/

Molecules from the list above containing a CF3 group (two):
SMILES	PME-1 inh	MCL1 BIM primary	MEX-5 binding	GLD-1 TGE inh	BCLXL inh	GRK2 inh	VLA-4 inh	Efflux pump mplx	Fam108B counter
CCOC(=O)C(O)(c1ccc(NC(=S)NC(=O)c2ccc(Cl)cc2Cl)c(C)c1)C(F)(F)F (centres undefined)	2.0	4.2	-0.5	5.4	3.3	0.0	9.1	0.0	-9.9
COC(=O)C1=C(c2ccc(OC(F)(F)F)cc2)C[C@@H]2CC[C@H]1N2C(=O)NCCc1ccccc1	-0.6	-2.0	/	6.1	2.3	0.0	0.0	0.2	/
